# proKLK7 act: activates the human kallikrein-7 zymogen; P49862; purified proKLK7, EDANS-DABCYL substrate fluorescence; 100% is mature enzyme control, 0% vehicle; activation, % at 7 µM; 370,000 tested, 0.9% active;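 active means activation above the mean of all tested compounds plus 3 SD, computed per campaign excluding outliers beyond control limits, cut at about 13% in these data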
# ADAM17 inh: inhibits human ADAM17. 370,000 tested, 0.83% active. recombinant ADAM17, EDANS/DABCYL FRET peptide cleavage. inhibition, % at 6.95 µM;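 active means inhibition above the mean of compounds lying between control limits plus 3 SD, set per campaign, cut at about 8.5% in these data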;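 further: 0% = DMSO-only wells as the low control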
# ARFGAP1 inh: inhibitors of rat ARFGAP1; 360,000 tested, 0.26% active; Arfgap1-stimulated ARF1 GTP hydrolysis, GDP FP detection; AID 651572; inhibition, % at 16.5 µM;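 active means inhibition above a per-plate limit, mean inhibition of low control wells plus 3 SD, cut at about 25% in these data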;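 further: 0% = DMSO wells with enzyme and 100% = wells lacking Arfgap1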
# Target sequence (Q62848 1-136 limits assumed): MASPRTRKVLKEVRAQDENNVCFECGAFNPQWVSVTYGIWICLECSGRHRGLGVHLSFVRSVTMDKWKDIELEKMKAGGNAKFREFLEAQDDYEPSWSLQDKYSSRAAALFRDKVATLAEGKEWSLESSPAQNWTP
#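 Material: rat Arfgap1 catalytic domain, aa 1-136; also added: human ARF1(Δ1-17)-GTP substrate; compound dosing: one concentration, 16.5 µM, DMSO 1.26%; incubation: GTP hydrolysis reaction 2 h at 25 °C; measured by: Tracer-displacement fluorescence polarization with EDTA stop, 620/688 nm; evaluation: % inhibition from polarization; repeats: one replicate per compound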
# PLC-gamma1 inh: inhibitors of human phospholipase C gamma1; 370,000 tested, 0.84% active; inhibition, % at 12.2 µM; purified PLC-gamma1, fluorogenic substrate, fluorescence; AID 720700; P19174; in the data active means inhibition above about 9.5%
# ASAP1 inh: inhibitors of human ASAP1 ArfGAP activity. Q9ULH1. ASAP1-stimulated ARF1 GTP hydrolysis, GDP FP detection. inhibition, % at 16.5 µM. 360,000 tested, 0.19% active. AID 624377; in the data active means inhibition above about 25%;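 further: 0% = vehicle with enzyme and substrate and 100% = no enzyme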
# LEDGF integ inh: blocks HIV-1 LEDGF/p75-dependent DNA integration; TR-FRET IN-LEDGF/p75 DNA integration, Eu/Cy5; inhibition, % at 3.7 µM; 370,000 tested, 0.64% active;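 active means inhibition above the screen-wide mean plus 3 SD, cut at about 13% in these data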;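 further: signal is the Cy5 over europium emission ratio at 671 and 618 nm; 0% = plate median of compound wells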
# TDP2 absorb: blocks human TDP2 phosphodiesterase activity; O95551; recombinant TDP2, T5PNP hydrolysis, p-nitrophenol absorbance 415 nm; inhibition, % at 12.8 µM; 370,000 tested, 0.34% active;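 active means inhibition above the mean of all tested compounds plus 3 SD, set per campaign, cut at about 25% in these data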;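 further: 0% = DMSO with enzyme and 100% = buffer with substrate but no TDP2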
# Target sequence (O95551 whole entry, looked up): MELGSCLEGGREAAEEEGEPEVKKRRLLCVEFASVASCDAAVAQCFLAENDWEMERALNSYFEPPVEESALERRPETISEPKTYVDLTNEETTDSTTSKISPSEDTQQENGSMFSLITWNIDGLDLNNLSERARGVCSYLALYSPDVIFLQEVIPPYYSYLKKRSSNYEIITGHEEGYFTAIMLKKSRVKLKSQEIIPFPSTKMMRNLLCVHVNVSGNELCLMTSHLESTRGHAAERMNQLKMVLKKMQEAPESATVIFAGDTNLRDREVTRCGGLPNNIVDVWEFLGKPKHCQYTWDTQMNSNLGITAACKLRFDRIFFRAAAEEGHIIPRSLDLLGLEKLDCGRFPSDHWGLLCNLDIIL
#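 Material: recombinant human TDP2; quantity: TDP2 enzyme at 120 nM final; medium: Tris-HCl pH 7.5 with MgCl2; compound: single concentration, 12.8 µM nominal, with 1% DMSO; incubation: 2 h enzyme incubation at 37 °C; signal: epi absorbance; measure: percent inhibition; benchmarks: high control without enzyme, low control DMSO plus TDP2; repeats: singlicate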
# ADAM10 inh: inhibitors of human ADAM10; recombinant ADAM10, EDANS/DABCYL FRET peptide cleavage, 3 h; AID 720582; 370,000 tested, 0.62% active; inhibition, % at 7 µM; O14672;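 active means inhibition above a per-campaign cutoff equal to the mean of compounds falling between control-based bounds plus 3 SD, cut at about 20% in these data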;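 further: 0% = DMSO wells while the 100% control is not disclosed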
# Tn6 DDE FP: DD(E)-Tn6 binding inhibition, primary FP screen | P02675 | Fibrin DD(E) TRITC-Tn6 fluorescence polarization displacement | inhibition, % at 8.3 µM | 370,000 tested, 0.21% active;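 active means inhibition above a per-campaign cutoff: mean of compounds within control limits plus 3 SD, cut at about 15% in these data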;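 further: 0% = median of all compound wells on the plate and 100% = blocking peptide control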
# Target sequence (P02675 whole entry, looked up): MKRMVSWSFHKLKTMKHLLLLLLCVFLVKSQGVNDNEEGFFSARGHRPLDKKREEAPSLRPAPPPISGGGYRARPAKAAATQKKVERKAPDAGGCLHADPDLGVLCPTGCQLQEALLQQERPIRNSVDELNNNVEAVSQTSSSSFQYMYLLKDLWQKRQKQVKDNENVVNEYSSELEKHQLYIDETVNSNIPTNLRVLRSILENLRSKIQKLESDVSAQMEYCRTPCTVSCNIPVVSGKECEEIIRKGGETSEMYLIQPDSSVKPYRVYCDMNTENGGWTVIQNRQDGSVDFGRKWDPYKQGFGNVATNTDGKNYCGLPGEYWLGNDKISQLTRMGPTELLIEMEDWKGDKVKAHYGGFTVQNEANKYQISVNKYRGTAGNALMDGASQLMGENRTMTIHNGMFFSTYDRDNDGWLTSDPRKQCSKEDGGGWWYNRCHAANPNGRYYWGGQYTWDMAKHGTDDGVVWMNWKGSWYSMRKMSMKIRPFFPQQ
# Tn7 DDE FP: inhibitors of Tn7 peptide binding to human fibrin DD(E); P02675; FP displacement of FITC-Tn7 peptide from fibrin DD(E); 0% = median of compound wells per plate; inhibition, % at 8.3 µM; 370,000 tested, 0.13% active; AID 720508;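 active means inhibition above the mean of compounds falling within the control limits plus 3 SD of them, cut at about 14% in these data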;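 further: 0% = plate median of compound wells and 100% = 10 µM Aha-Tn7 peptide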
#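 assay system = human clot-derived fibrin DD(E) complex | quantity = Fibrin-DD(E) at 2 µM final | timing = 10 min preincubation, 3 h with tracer, room temperature | signal = fluorescence polarization | measure = percent inhibition | benchmarks = high control wells with 10 µM unlabelled Aha-Tn7 peptide (full inhibition) | replicates = singlicate testing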
# Active calls of the source: *; · = not tested or not shown.
SMILES,proKLK7 act,ADAM17 inh,ARFGAP1 inh,PLC-gamma1 inh,ASAP1 inh,LEDGF integ inh,TDP2 absorb,ADAM10 inh,Tn6 DDE FP,Tn7 DDE FP
CN(Cc1cn(C)c2ccccc12)C(=S)Nc1cc(F)cc(F)c1,0.2,-2,-7,-4,17,2,7,-6,1,3
O=C(COC(=O)c1nc(Cl)ccc1Cl)Nc1ncc(Cl)cc1Cl,-0.1,-5,14,-3,-4,0,-10,-12,0,5
COc1ccc2c(c1)C1(C)CC(C)(C)N2C(=O)N1c1ccccc1 (configuration not stated),-0.8,-21,1,-11,-6,2,0,-57,-2,1
COc1ccc(C2C(C(=O)N3CCCCC3)CC(=O)N2c2ccc(OC)cc2)cc1 (configuration not stated),0.6,-10,3,-36,0,2,-8,-6,-1,-8
O=C(O)c1cc([N+](=O)[O-])c(NCc2cccnc2)c([N+](=O)[O-])c1,0.2,0,9,2,-2,-1,2,-5,5,-9
COC(=O)c1cc(C)cc(=O)o1,-0.6,-3,-8,7,12,1,-9,0,0,2
CCn1cc(CN2CCC(n3nccc3NC(=O)C3CCCC3)CC2)c(C)n1,0.0,-9,14,0,1,-3,11,-1,-2,-8
O=C(Nc1ccccc1)c1nn(-c2cccc(C(F)(F)F)c2)ccc1=O,-0.3,1,-4,4,7,0,2,1,-1,1
COc1ccc(C)cc1NC(=O)CCS(=O)(=O)c1cc2c(cc1Cl)NC(=O)CO2,0.0,-1,-3,-1,12,-2,1,3,-3,4
N#CCCN1CCN(C(CNS(=O)(=O)c2ccc(Cl)cc2)c2ccccc2)CC1 (configuration not stated),-0.3,-6,1,-1,11,-1,7,1,-4,-9
CC1(C(=O)NS(=O)(=O)c2ccccc2Cl)CCN1C(=O)CC1CCCCC1 (configuration not stated),-0.2,5,-1,5,-9,6,-16,3,1,-3
O=C(c1ccc2c(=O)n(Cc3ccc(Cl)cc3)c(=S)[nH]c2c1)N1CCOCC1,0.4,-4,-1,2,0,-2,4,6,2,4
CC(C)Nc1nc(NC(C)C)nc(N(C)n2cnnc2)n1,0.4,2,11,9.9*,9,2,0,-1,9,-2
CC(C)C(C(=O)N1CCN(Cc2ccccc2)CC1)c1ccccc1 (configuration not stated),-0.1,1,4,0,-2,2,8,4,1,-13
O=C(CSc1nnc(CNC(=O)c2ccco2)o1)Nc1ccc(Br)cc1,-0.1,2,18,2,1,0,6,-1,-7,-3
Cc1cc(NC(=O)c2ccccc2C)ccc1NC(=O)c1ccccc1Cl,0.2,-4,8,5,5,-4,-11,-13,-6,0
Cc1c(C(=O)NC2CCCc3ccccc32)oc2ccc(S(=O)(=O)N3CCCCC3)cc12 (configuration not stated),-0.1,3,-9,0,-7,0,14,2,0,-2
NNC(=O)c1cccn(Cc2cccc(C(F)(F)F)c2)c1=O,6.3,-6,4,-7,-1,0,-1,-5,-4,5
COc1ccc(OC)c(C2C(C#N)=C(N)Oc3cc(C)[nH]c(=O)c32)c1 (configuration not stated),-0.2,-3,-2,1,-4,-1,-3,-14,0,6
Cc1nn(C)c(Cl)c1CN1CCCC(C(=O)Nc2ccc(-c3cscn3)cc2)C1 (configuration not stated),0.8,-3,-2,3,0,-3,8,-11,3,1
CCOc1ncccc1C(=O)OCC(=O)Nc1cc(S(=O)(=O)N(CC)CC)ccc1C,-0.6,-3,0,1,-3,-4,-1,-1,2,-1
CC(/C=N/Nc1nc(N2CCCCC2)nc(N2CCCCC2)n1)=C\c1ccccc1,0.0,-3,-4,1,12,2,5,-2,0,-1
CN(Cc1ccccc1)C(=O)c1ccc2c(c1)S(=O)(=O)N=C1CCCCCN12,-0.1,3,13,1,-7,4,-4,3,3,-7
COc1ccc(S(=O)(=O)Nc2ccc3oc(C)c(C(=O)O)c3c2)cc1,-0.4,-1,12,1,5,2,0,-4,-11,-6
CC(C)Oc1cccc(-c2csc(N3CCC(C(N)=O)CC3)n2)c1,·,1,·,0,·,1,-13,0,3,3
CCOc1cc(OCC)cc(C(=O)NC(=S)Nc2cccc(C(F)(F)F)c2)c1,0.2,3,5,5,17,-4,-20,8,2,0
Cc1ccc(NC(=O)CCCC(=O)OC(C)C(=O)c2ccccc2)cc1 (configuration not stated),0.4,-3,-5,-3,2,-2,15,-5,-7,3
Cc1ccc(S(=O)(=O)N2CCC(=O)N2)cc1,-0.1,0,8,2,9,-2,-5,28*,3,-3
CCCNC(=O)Cn1cnc2sc(C(=O)N3CCN(CCC)CC3)c(C)c2c1=O,-0.5,-7,-9,0,0,4,11,1,-5,5
COc1cc(C(=O)NCC(=O)OCC(=O)Nc2nnc(-c3ccccc3)o2)cc(OC)c1OC,0.1,-3,5,4,12,4,-2,-3,-3,-4

# With a hit mark in ADAM10 inh, among the entries above:
SMILES,proKLK7 act,ADAM17 inh,ARFGAP1 inh,PLC-gamma1 inh,ASAP1 inh,LEDGF integ inh,TDP2 absorb,ADAM10 inh,Tn6 DDE FP,Tn7 DDE FP
Cc1ccc(S(=O)(=O)N2CCC(=O)N2)cc1,-0.1,0,8,2,9,-2,-5,28*,3,-3

# Back to the main list; the four compounds before the break are reprinted first.
SMILES,proKLK7 act,ADAM17 inh,ARFGAP1 inh,PLC-gamma1 inh,ASAP1 inh,LEDGF integ inh,TDP2 absorb,ADAM10 inh,Tn6 DDE FP,Tn7 DDE FP
Cc1ccc(NC(=O)CCCC(=O)OC(C)C(=O)c2ccccc2)cc1 (configuration not stated),0.4,-3,-5,-3,2,-2,15,-5,-7,3
Cc1ccc(S(=O)(=O)N2CCC(=O)N2)cc1,-0.1,0,8,2,9,-2,-5,28*,3,-3
CCCNC(=O)Cn1cnc2sc(C(=O)N3CCN(CCC)CC3)c(C)c2c1=O,-0.5,-7,-9,0,0,4,11,1,-5,5
COc1cc(C(=O)NCC(=O)OCC(=O)Nc2nnc(-c3ccccc3)o2)cc(OC)c1OC,0.1,-3,5,4,12,4,-2,-3,-3,-4
CCN(c1ccccc1)S(=O)(=O)c1cc(C(=O)OC(C)C(=O)Nc2ccc3c(c2)OCCO3)ccc1C (configuration not stated),0.7,15*,4,5,5,8,-16,28*,2,4
Cc1ccc(OCC(=O)N/N=C\c2cccn2C)c([N+](=O)[O-])c1,0.2,0,-8,1,2,2,9,11,13,4
O=S1(=O)N=C(N2CCN(Cc3ccc4c(c3)OCO4)CC2)c2ccccc21,-0.1,-2,-3,1,-1,2,12,3,-8,6
COc1ccc(/C(=N/OC(C)=O)c2nccc3cc(OC)c(OC)cc23)cc1OC,-1.1,-1,-6,1,-1,-3,9,-7,0,-5
O=C(CSc1ncnc2c1sc1ccccc12)Nc1ccc(Br)cc1,0.1,-2,3,2,-6,0,2,-10,9,-4
CCN(CC)S(=O)(=O)c1ccc2c(c1)c(=O)c(C(=O)NCCc1ccccc1)cn2C,0.0,-2,10,-9,-2,3,-17,4,2,-6
O=C(c1ccc(Cl)cc1)c1ccc(OCC(O)CN2CCOCC2)cc1 (configuration not stated),-0.2,-2,5,-1,0,-1,3,-8,3,1
COC(=O)c1ccc(SC2CCCCC2)c([N+](=O)[O-])c1,-0.3,0,2,0,4,1,2,1,6,-4
Cc1ccc(CNC(=O)CCn2c(=O)oc3ccccc32)cc1,0.0,-3,-5,-3,-14,1,6,1,-1,3
Cc1oc2c(c(C)cc3oc(=O)c(CC(=O)NCC(=O)NCC(=O)NCC(C)O)c(C)c32)c1C (configuration not stated),-21,-48,-4,-434,4,-5,-3,-129,-6,2
CCOC(=O)c1ccc(NS(=O)(=O)c2c(C)[nH]c(C)c2C(=O)N2CCCCC2)cc1,0.5,-1,0,-2,5,1,4,-4,0,-7
CC1=C(C(=O)OC(C)C)C(c2cccc([N+](=O)[O-])c2)n2c(cc(=O)[nH]c2=S)N1 (configuration not stated),-0.4,7,-1,9.7*,-2,3,-2,14,4,-5
CCN(Cc1ccccc1)C(c1cc2ccc(C)cc2[nH]c1=O)c1nnnn1CCOC (configuration not stated),0.0,-19,12,-20,3,1,-5,-47,3,1
CN1[C@@H](Cc2ccccc2)COc2cccc(F)c2S1(=O)=O,0.4,-1,·,0,·,-1,-2,2,7,4
CN(C)CCNc1ncnc2c1ncn2[C@H]1CN(Cc2ccc3c(c2)OCO3)C[C@@H](CO)O1,0.3,-2,-9,0,5,2,1,0,1,0
CCN(CCNCC(O)COCc1ccc(Cl)cc1)c1cccc(C)c1 (configuration not stated),-0.1,-2,-7,8,2,2,1,14,-4,3
CC(=O)NC1(c2cccc(F)c2)CCN(CC(=O)NC2CCCCC2)CC1,0.3,4,2,4,-5,-1,-23,4,-3,-4
O=C(c1cccc(Br)c1)N1CCN(S(=O)(=O)N2CCCCCC2)CC1,-0.5,1,12,0,-2,-1,14,-2,7,-2
C=CCn1c(SCC(=O)Nc2nc(C)cs2)nnc1C(NC(=O)c1ccccc1)C(C)C (configuration not stated),0.1,0,-8,2,4,2,8,3,-3,3
O=C(c1cc2ccccc2oc1=O)N(Cc1ccccc1)C1CCS(=O)(=O)C1 (configuration not stated),-0.4,-7,8,-4,13,3,6,-17,-4,0
CCCc1cc(=O)oc2cc(C)cc(OC(C)C(=O)NCc3cccnc3)c12 (configuration not stated),3.8,-98,-13,-122,-1,0,17,-289,3,-5
CC(NC(=O)Nc1ccc(Br)cc1)C(C)(C)C (configuration not stated),-0.7,5,3,0,11,-3,-7,8,4,-9
Cc1ccc(OCCOc2ccc(Br)cc2)c([N+](=O)[O-])n1,0.2,3,4,3,-16,0,-14,18,6,-5
COc1ccc(S(=O)(=O)N2CCCCCC2)cc1N(C)S(=O)(=O)c1ccc(Cl)cc1,-0.1,-1,-3,3,14,3,-6,7,-9,-3
CCCCn1c(SCc2cccnc2)nc2c1c(=O)n(C)c(=O)n2C,0.2,2,6,4,3,1,-9,5,0,-8
CC1Cn2c(nnc2-c2cc3ccccc3cc2O)S1 (configuration not stated),-73,-55,1,-259,7,1,-8,-166,-3,1
COc1ccc(O)c(CN2CCN(CCc3ccccc3)C(CCO)C2)c1 (configuration not stated),-0.4,0,-5,-3,3,1,4,-3,-5,1
O=C1COc2ccc(C(=O)/C=C/c3ccccc3)cc2N1,0.7,5,6,1,4,-1,-7,9,-6,-3
CS(=O)(=O)Cc1ccc(C(=O)N(CCc2ccccc2)Cc2ccccc2)cc1,-0.2,1,-5,0,0,1,8,-1,-4,-8
O=C(CC1S/C(=N/N=C/c2cccs2)NC1=O)Nc1ccc(Cl)cc1 (configuration not stated),-0.2,5,3,1,0,0,2,3,8,-1

# Assay outcomes from PubChem BioAssay.
